MgcRacGAP inhibition: MgcRacGAP GTPase-activating activity inhibitors, confirmation, biochemical, ADP Hunter fluorescence; 340,000 compounds, 0.6% hits; MgcRacGAP-stimulated Rac1 GTP hydrolysis, ADP Hunter fluorescence; higher % means a stronger effect; GST-tagged Rac1 F28L mutant substrate; inhibition, % at 30 µM, or IC50 in µM where a hit was titrated; AID 624330;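 active = first-screen hits whose inhibition reached a set limit at any dose in the follow-up dose series; inconclusive = inhibition above the set first-screen limit but never retested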;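 also: fluorescence reports GDP produced by GAP-driven GTP hydrolysis; strong numbers were not always called active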
Dengue-2 NS5 capping: Dengue-2 NS5 methyltransferase inhibitors, primary screen, biochemical, confirmation dose response (AID 588689); Dengue-2 NS5 methyltransferase capping enzyme assay, biochemical; higher % means a stronger effect; one-dose inhibition, % at 25 µM; IC50 in µM for titrated hits; 340,000 compounds, 0.3% hits; in the data active = a potency from the dose series; inconclusive = inhibition above about 29% without an active follow-up result
Dengue-2 NS5 capping pilot replicate: further read-out of Dengue-2 NS5 capping, marked with its call; inhibition, %; measured here: pilot screen replicate inhibition
* marks the source's active call; other numbers are inactive results; ? = inconclusive.

SMILES	MgcRacGAP inhibition	Dengue-2 NS5 capping	others
C[C@H](CO)N1C[C@H](C)[C@@H](CN(C)Cc2ccccc2)OCc2cnnn2CCCC1=O	7.5%	-3.4%
CCCc1cc(=O)[nH]c(SCC(=O)N2CCc3ccccc3C2)n1	4.0%	-5.9%
CCN1C[C@@H]2[C@@H]3C(=O)N(C)C(=O)[C@@H]3[C@](C)(C1=O)N2C(=O)c1ccccc1	9.2%	-4.9%
COc1ccc([C@H]2C[C@@H](n3cc(-c4ccc(F)cc4)nn3)[C@H](O)CN2CC2CCCCC2)cc1	12.3%	-1.6%
O=C(COC(=O)c1cc(S(=O)(=O)N2CCOCC2)ccc1F)c1ccccc1	9.1%	4.5%
CCCn1c(C)nc2c(c1=O)c1nc3ccccc3nc1n2-c1ccccc1	6.4%	-1.5%
Cc1nc(N/N=C/c2cccc([N+](=O)[O-])c2)cc(N2CCCCC2)n1	0.8%	4.0%
CCOC(=O)C1(C(N)=O)OC1(c1ccc(Cl)cc1)c1ccccc1Cl (stereo not drawn)	-2.6%	6.9%
CCOC(=O)C1=C(C)NC(C)=C(C(=O)OCC)C1C(=O)OCC(=O)N(C)Cc1ccccc1	-2.0%	12.1%
Cc1ccc(S(=O)(=O)N2CCC[C@H]2C(=O)OCC(=O)Nc2ccc3c(c2)OCO3)cc1	4.0%	-2.3%
Cc1ccccc1Oc1ccc2c(c1)[C@@H]1C[C@H](N(C)C(=O)Nc3cc(Cl)cc(Cl)c3)[C@H]([C@H](C)O)C(=O)N1CC2	7.8%	-4.6%
O=C(c1cc(C2CC2)nn1-c1ccccc1)N1CCN(c2ccccn2)CC1	0.9%	0.0%
Nc1ncnc2c1ncn2[C@@H]1O[C@H](CNS(=O)(=O)c2ccc3c(c2)CCN(C(=O)C(F)(F)F)C3)[C@@H](O)[C@H]1O	7.1%	-13.9%	Dengue-2 NS5 capping pilot replicate=-0.3
CCOC(=O)[C@@H]1[C@H]2COc3ccc(Br)cc3[C@H]2N2C(=O)N(c3ccc(C)cc3)C(=O)[C@@]12C	7.4%	3.3%
Cc1cn(CC(=O)N2CCN(c3ccccn3)CC2)c(=O)[nH]c1=O	8.8%	3.3%
CC(C)N(Cc1nccn1C)C(=O)C1CCC(=O)N(CCc2ccccc2)C1 (stereo not drawn)	12.2%	-1.6%
Nc1ccc2ccccc2c1N=Nc1ccccc1	9.8%	-1.6%
CCCc1nc2ccccc2c(C(=O)OCC(=O)NC2CC2)c1CC	1.1%	5.1%
COCC(C)n1c(C)cc(C(=O)COC(=O)c2nn(C)c(=O)c3ccccc23)c1C (stereo not drawn)	-7.1%	-3.9%
O=C(CCCCn1cnc2c(=S)nc[nH]c21)Nc1ccc(C(=O)O)cc1	3.7%	-5.7%
CCN(C[C@H]1N[C@@](CC)(C(=O)OC)[C@H]2C(=O)N(Cc3ccccc3)C(=O)[C@@H]12)S(=O)(=O)c1ccc(F)cc1	10.5%	-7.3%	Dengue-2 NS5 capping pilot replicate=-5.8
CC(NC(=O)COC(=O)c1nc(Cl)ccc1Cl)c1ccccc1 (stereo not drawn)	3.5%	0.4%
CC1CCCC(NC(=O)CCN2C(=O)COc3ccccc32)C1C (stereo not drawn)	15.4%	2.2%
Cc1cc(C(=O)Nc2cccc3c2O[C@@H](CN(C)S(C)(=O)=O)[C@H](C)CN([C@@H](C)CO)C3=O)n(C)n1	6.5%	-2.4%

Retrieved one by one from the entries so far (four):
SMILES	MgcRacGAP inhibition	Dengue-2 NS5 capping	others
COc1ccc([C@H]2C[C@@H](n3cc(-c4ccc(F)cc4)nn3)[C@H](O)CN2CC2CCCCC2)cc1	12.3%	-1.6%
Cc1cc(C(=O)Nc2cccc3c2O[C@@H](CN(C)S(C)(=O)=O)[C@H](C)CN([C@@H](C)CO)C3=O)n(C)n1	6.5%	-2.4%
CCOC(=O)C1=C(C)NC(C)=C(C(=O)OCC)C1C(=O)OCC(=O)N(C)Cc1ccccc1	-2.0%	12.1%
C[C@H](CO)N1C[C@H](C)[C@@H](CN(C)Cc2ccccc2)OCc2cnnn2CCCC1=O	7.5%	-3.4%

The list continues.
SMILES	MgcRacGAP inhibition	Dengue-2 NS5 capping	others
CC(C)CN(C(=O)CSc1nc2ccccc2c(=O)[nH]1)c1c(N)n(CC(C)C)c(=O)[nH]c1=O	-3.5%	4.4%
Nc1ccc(-c2cnc(N)c(C(=O)c3cccnc3)n2)cn1	11.5%	3.2%
CC(C)C[C@@H](CNCC(=O)[C@H](Cc1c[nH]c2ccccc12)NC(=O)c1[nH]cnc1C(=O)N[C@@H](C)CN)NC(=O)c1nc[nH]c1C(=O)N[C@@H](C)C(=O)O	9.7%	0.0%
C[C@H]1CN([C@@H](C)CO)S(=O)(=O)c2ccc(Br)cc2O[C@H]1CN(C)S(=O)(=O)c1ccccc1F	13.1%	0.6%
CCN(CC)C(=O)C1=C(C)N(Cc2ccc(OC)cc2)C(=O)C(CC(=O)NCCN2CCOCC2)C1 (stereo not drawn)	4.7%	-5.2%
Nc1c(Cl)cc2c(c1Br)Cc1ccccc1-2	13.1%	4.7%
C[C@@H]1CN([C@H](C)CO)C(=O)CCCn2nncc2CO[C@H]1CN(C)C(=O)OCc1ccccc1	5.4%	-1.1%
Cc1cc(C(=O)NNC(=O)c2ccc(F)cc2)c(C)s1	-3.0%	-5.4%
COc1ccc2oc(N)nc2c1	-3.3%	-3.9%
CN1CCN(C(=O)c2ccc(S(=O)(=O)N(C)c3ccccc3)cc2)CC1	16.5%	-0.6%
O=C1NC[C@@H](c2ccccc2)OC(=O)[C@@H](Cc2ccc(F)cc2)C/C=C\C[C@@H]1CC(=O)N(CCO)Cc1ccccc1	6.5%	-0.8%
CN(CC(=O)Nc1ccccc1Cl)C(=O)CN1C(=O)C2CC=CCC2C1=O (stereo not drawn)	3.1%	-4.0%
CC(CCC(=O)NN)C1CCC2C3CCC4CC(O)CCC4(C)C3CCC12C (stereo not drawn)	-0.9%	-4.8%
NS(=O)(=O)c1cccc(NC(=O)COC(=O)CCC(=O)c2cccs2)c1	5.4%	-12.5%
C[C@]12CCC(=O)C=C1CCC1C2CC[C@@]2(C)C1CCC21OCCO1 (stereo partly drawn)	3.7%	4.7%
Cc1ccc(C)c(C(=O)CN2C(=O)NC3(CCCCCC3)C2=O)c1	11.1%	2.2%
CN(Cc1ccccc1F)C(=O)C1CCCN(C(=O)c2ccc(Cl)cc2)C1 (stereo not drawn)	8.9%	3.6%
CN(C(=O)c1cccc(NC(=O)Cc2ccc(NC(=O)C3CCN(C(=O)C4CC4)CC3)cc2)c1)C1CCC1	6.5%	-3.6%	Dengue-2 NS5 capping pilot replicate=-6.4
C=CCN1C(=O)[C@H]2CCC=C[C@H]2[C@@H]1c1cccc(C)c1	1.8%	-1.0%	Dengue-2 NS5 capping pilot replicate=-1.8
CS(=O)(=O)c1ccc(C(=O)N2CCN(S(=O)(=O)c3ccc(C4CCCCC4)cc3)CC2)cc1	2.5%	-0.8%
Cc1noc(C)c1NC(=O)N(C)C[C@@H]1Oc2ccc(NC(=O)Cc3cn(C)c4ccccc34)cc2CC(=O)N([C@H](C)CO)C[C@@H]1C	3.6%	3.3%
CCCN(CC(=O)Nc1ccccc1C)C(=O)C1CC(=O)N(c2ccccc2OCC)C1 (stereo not drawn)	2.5%	0.0%
Nc1nc(N)c2cc(S(=O)(=O)c3cccc(C(F)(F)F)c3)ccc2n1	6.4%	0.6%
COc1ccc(C(=O)OCc2cc(=O)n3ccsc3n2)cc1F	0.6%	3.2%
CCOc1ccc(/C=N/Nc2cc(N3CCOCC3)ncn2)c(O)c1	?	-1.1%
COc1cc(O)c2c(=O)c3c(O[C@H]4O[C@@H](CO)[C@H](O)[C@@H](O)[C@@H]4O)ccc(O)c3oc2c1	12.2%	-7.2%
Cc1nc2c(Br)cc(Br)cc2c(=O)n1-c1ccccc1NC1OCC(O)C(O)C1O (stereo not drawn)	5.6%	-1.5%
CCN(C[C@H]1N[C@@](C)(C(=O)OC)[C@H]2C(=O)N(C)C(=O)[C@@H]12)C(=O)c1ccc(C(C)(C)C)cc1	5.9%	-7.6%	Dengue-2 NS5 capping pilot replicate=-0.9
Cc1ccccc1C1CC(=O)c2ccccc2C1C (stereo not drawn)	4.4%	0.8%
O=C(CSc1ncccn1)Nc1ccc2c(c1)OCO2	-3.1%	-1.2%
CC(=O)c1c(C)[nH]c(C(=O)CSc2nnc(NC3CC3)s2)c1C	-1.8%	2.9%
O=C(COC(=O)Cc1ccc(S(=O)(=O)N2CCOCC2)s1)Nc1ccccc1	-15.8%	2.3%
COc1ccccc1NS(=O)(=O)c1cc(N)ccc1N1CCCC1	47.8µM*	0.0%
COc1ccc(Br)c(C(=O)OCC(=O)NC(=O)NC2CCCC2)c1	1.7%	-0.7%
NS(=O)(=O)c1ccc(CCNC(=O)CSc2nc3c(sc(=S)n3-c3ccccc3)c(=O)[nH]2)cc1	-25.6%	5.5%
CCCN(C(=O)CCc1ccc(OC)cc1)c1c(N)n(Cc2ccccc2)c(=O)[nH]c1=O	2.7%	5.8%

Taken from the listing (3 entries):
SMILES	MgcRacGAP inhibition	Dengue-2 NS5 capping	others
CCOc1ccc(/C=N/Nc2cc(N3CCOCC3)ncn2)c(O)c1	?	-1.1%
COc1cc(O)c2c(=O)c3c(O[C@H]4O[C@@H](CO)[C@H](O)[C@@H](O)[C@@H]4O)ccc(O)c3oc2c1	12.2%	-7.2%
Cc1nc2c(Br)cc(Br)cc2c(=O)n1-c1ccccc1NC1OCC(O)C(O)C1O (stereo not drawn)	5.6%	-1.5%

The list goes on:
SMILES	MgcRacGAP inhibition	Dengue-2 NS5 capping	others
Cc1cc(C)nc(NNS(=O)(=O)c2c(F)cc(F)cc2Br)n1	-2.6%	-6.1%
O=C(CNS(=O)(=O)c1ccccc1F)NNC(=O)c1ccc(Br)cc1	-0.3%	-8.7%
O=C(NCCc1ccccc1O)c1cc2c(cc1[N+](=O)[O-])OCO2	4.2%	-5.4%
CCN(CC)CCCNc1cc(C)c(C#N)c2nc3ccccc3n12	17.7%	-0.6%
Cc1ccc(C(=O)OCC(=O)NCc2ccc(Cl)cc2)s1	14.8%	-4.4%
Cc1ccc(C(=O)NNC(=O)c2ccc(S(=O)(=O)N(C)c3ccccc3)cc2)cc1	1.9%	-2.9%
Cc1ccc(CN(C)C(=O)c2cccc(S(=O)(=O)N3CCN(c4ccccc4)CC3)c2)cc1	4.8%	-2.6%
Cc1cc(C)c(-c2c(N)cc(Br)cc2Br)c(N)c1	-0.7%	-11.3%
Cc1cc(C)n2c(=O)[nH]nc2c1	6.9%	-3.2%
CCC(C)c1ccc(S(=O)(=O)N2CCN(C(=O)c3ccc(Cl)c(S(=O)(=O)N4CCOCC4)c3)CC2)cc1 (stereo not drawn)	9.8%	6.0%
Cc1cc(C(=O)CN2C(=O)NC(C)(c3cc(F)ccc3F)C2=O)c(C)n1C1CC1 (stereo not drawn)	-1.2%	-3.2%
NC(=O)C1CCN(C(=O)c2ccc(NS(=O)(=O)c3ccc(Br)s3)cc2)CC1	0.4%	-2.9%
COC(=O)N(C)C[C@@H]1OCc2cn(nn2)CCCC(=O)N([C@@H](C)CO)C[C@H]1C	7.2%	-1.7%
COc1ccc(CN2CCC3CC2c2cc(Cl)ccc23)cc1 (stereo not drawn)	8.1%	-7.9%	Dengue-2 NS5 capping pilot replicate=-2.4
O=C1/C(=C\c2ccc(Cl)c(Cl)c2)CN(C(=O)CCN2CCOCC2)C/C1=C/c1ccc(Cl)c(Cl)c1	121µM*	2.3%
O=C(NC(=S)NCc1ccc(Cl)cc1Cl)c1ccco1	8.5%	2.3%
Cc1nc(SCC(=O)Nc2ccc(S(=O)(=O)N3CCOCC3)cc2)c2c(C)c(C)sc2n1	0.2%	-1.6%
Cc1cccc(OCCC(=O)Nc2ccc(C)c(S(=O)(=O)N3CCOCC3)c2)c1	4.5%	-11.6%
O=C(COC(=O)c1cccnc1Cl)NC(=O)NC1CCCCC1	-3.6%	3.2%
S=C1CC2CCCC(C2)N1 (stereo not drawn)	3.1%	6.5%
CS(=O)(=O)Nc1ccc2c(c1)[C@H]1C[C@H](CC(=O)NCc3ccccc3)O[C@H](CO)[C@H]1O2	6.1%	1.7%
CC1CCCC(NC(=O)CN2C(=O)NC(c3ccccc3)(c3ccccc3)C2=O)C1C (stereo not drawn)	1.7%	-2.2%
c1ccc(CCNCc2cccs2)nc1	0.8%	3.9%
CC[C@@]1(C(=O)OC)N[C@H](CN(C)S(=O)(=O)c2ccc(OC(F)(F)F)cc2)[C@@H]2C(=O)N(C)C(=O)[C@@H]21	-6.4%	0.3%	Dengue-2 NS5 capping pilot replicate=-0.3
CC(=O)Nc1ccc(S(=O)(=O)N[C@@H](C)C(=O)OCC(=O)Nc2ccc3c(c2)OCCO3)cc1	2.6%	-2.2%
Cc1ccc(S(=O)(=O)N2[C@@H](c3cccc(C)c3)C(C(=O)O)=C[C@H]2C(C)(C)C)cc1	8.5%	-1.3%	Dengue-2 NS5 capping pilot replicate=-6.7
CCCc1c(C(=O)N/N=C(\C)c2ccccn2)nnn1-c1nonc1N	14.0%	6.6%
O=C(C[C@H]1C/C=C\C[C@@H](Cc2ccc(F)cc2)C(=O)O[C@H](c2ccccc2)CNC1=O)NCCO	14.2%	-0.4%
CCCCCCN1C[C@H](O)[C@@H](n2cc(-c3ccc(F)cc3)nn2)C[C@@H]1c1ccccc1	10.8%	0.6%
CCOC(=O)c1c(C)[nH]c(C)c1C(=O)COC(=O)/C=C/c1ccc(OC)cc1	9.0%	-7.2%
CCC(CO)Oc1cc(NC(=O)c2ccccc2N)c2ncn(C(C)C)c2c1 (stereo not drawn)	6.9%	-1.2%
COc1ccc(Cn2cc(CN3CCS(=O)(=O)N(Cc4ccc(-c5cccc(Cl)c5)cc4)C(C)C3=O)nn2)cc1 (stereo not drawn)	5.6%	-5.9%
COc1ccc(C2CC(=O)Oc3ccc(OC)cc32)cc1 (stereo not drawn)	7.3%	-2.6%

Not all compounds are listed. The share of hits here may be higher or lower than overall.
